# Compound activity from PubChem BioAssay.
# Rat MKP-3 inhibitors: MKP-3 phosphatase inhibitors, primary screen, biochemical, rat enzyme, in vitro (AID 425); recombinant MKP-3 phosphatase activity, fluorescence; higher % means a stronger effect; 0.17% of 110,000 active; inhibition, % at 20 µM; hits with a dose series show IC50 in µM; Dual specificity protein phosphatase 6 (Rattus norvegicus); in the data active = inhibition above about 50%;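 also: plate controls were vehicle for no effect and reference inhibitor for full effect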
# Hsp70 inhibitors: Hsp70 inhibitors, probe displacement, primary screen, biochemical, fluorescence polarization (AID 583); one-dose displacement, % at 20 µM; IC50 in µM for titrated hits; Heat shock 70 kDa protein 1A (Homo sapiens); Hsp70 fluorescence polarization probe displacement, mP; higher % means a stronger effect; 0.06% of 140,000 active; in the data active = displacement above about 50%;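 also: plate controls were vehicle for no effect and reference ligand for full effect; a part of the inactive calls stands beside numbers as strong as those of hits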
# An asterisk follows results filed as active; · = no result given; & = joins results of further samples. This is a subset. The share of hits here may be higher or lower than overall.
SMILES,Rat MKP-3 inhibitors,Hsp70 inhibitors
Cc1cc(N2CCCC2=O)cc(C)c1S(=O)(=O)NCCOc1ccc(C(C)(C)C)cc1,·,1.3%
O=c1c(-c2ccc3c(c2)OCCO3)c(C(F)(F)F)oc2cc(O)cc(O)c12,0%,-2.2%
Cc1nnc(C)n1/N=C/c1ccc(Br)cc1,1%,-1.4%
COc1ccc(-n2c(=O)c3ccccc3n(CC(=O)NC3CCCC3)c2=O)cc1,-6%,-1.7%
COc1cc(/C=C(\C#N)c2nc3ccc(C)cc3[nH]2)cc(OC)c1OC(C)=O,0%,3.8%
CN1CCN(C(=O)/C(=C/c2cccc3ccccc23)NC(=O)c2ccccc2)CC1,1%,-6.0%
CC1=NN(c2ccccc2)C(=O)/C1=C\c1ccc(O)cc1,0%,3.2%
CCOC(=O)C(NC(C)=O)(Nc1ccc(S(=O)(=O)Nc2ccncn2)cc1)C(F)(F)F (centres undefined),·,-0.8%
CCOC(=O)C1CCCN(C(=O)c2cc3c(=O)n4cccc(C)c4nc3n2C)C1 (centres undefined),0%,3.4%
COc1cccc(-n2c(SC)nnc2-c2cnccn2)c1,-6%,0.9%
CCN(CC)CCOc1nc(C)nc2c1oc1ccccc12,-5%,-1.1%
Cc1cc(C(=O)NCc2cccnc2)no1,7%,2.0%
CN(C)C(=O)COC(=O)/C=C/c1ccccc1[N+](=O)[O-],·,1.8%
Nc1cc(C(=O)c2ccccc2)ccc1N1CCOCC1,·,-2.4%
COc1cccc(C2=CC(c3cc(OC)ccc3OC)n3nnnc3N2)c1 (centres undefined),2%,-3.1%
CCc1c(C)nc2ncnn2c1N1CCCC(C(=O)NCCc2ccccc2)C1 (centres undefined),-3%,-3.9%
Cc1ccccc1NC(=O)c1ccccc1,3%,-0.4%
CC(C)CCn1nnnc1C(c1ccc(F)cc1)N1CCN(C(=O)c2ccco2)CC1 (centres undefined),-3%,2.7%
COc1ccc(NC(=O)c2oc3cc(C)c(C)cc3c2C)c(OC)c1,·,-0.7%
CC(C)(C)C1CCc2c(sc(NC(=O)C3CC3c3ccccc3)c2C(N)=O)C1 (centres undefined),5%,2.8%
CSc1nc2sc3c(c2c2nnnn12)CCCC3,-3%,-1.0%
COc1ccccc1-c1nnc(SCCN2CCOCC2)n1-c1ccc(C)cc1,5%,-3.5%
CC(C)c1ccc(NC(=O)c2ccc(CN3CCc4ccccc4C3)cc2)cc1,-1%,4.8%
Cc1noc(C)c1COc1ccc(C(=O)OCC(=O)NC2CCCCC2C)cc1 (centres undefined),·,-4.3%
C=CCn1c(SCc2c(F)cccc2Cl)nnc1-c1ccco1,0%,-6.4%
O=C(Nc1ccc(Cl)cc1)OCCn1nnnc1C(c1ccccc1Cl)N1CCOCC1 (centres undefined),·,7.1%
COC(=O)c1ccc(N/C=C/C(=O)c2ccccc2)cc1,1%,4.6%
C=CCn1c(=S)[nH]c2sc3c(c2c1=O)CCC3,·,-3.4%
O=C(NCc1ccncc1)c1ccc(Br)o1,-11%&1%,3.3%&4.1%
COc1ccc(NS(=O)(=O)c2cc(C(=O)O)ccc2Br)cc1,2%,-6.3%
CN(C)S(=O)(=O)Nc1ccc(Oc2ccccc2)cc1,-8%,0.3%
Oc1ccc(Nc2nc(-c3ccc(O)cc3)cs2)cc1,-8%,0.3%
COC(=O)CSc1cc(SCC(=O)OC)c(C#N)c(SCC(=O)OC)c1,4%,3.7%
Cc1occc1-c1nnc(SCC(=O)Nc2nccs2)n1Cc1ccco1,-12%,3.7%
COc1cc2c(cc1NC(=O)c1ccc(C)c([N+](=O)[O-])c1)oc1ccccc12,2%,-2.2%
O=S(=O)(NCC1CCCO1)c1ccc2oc3ccc(S(=O)(=O)NCC4CCCO4)cc3c2c1 (centres undefined),-7%,0.8%
CC(=O)CC(c1ccccc1)S(=O)(=O)c1ccccc1C (centres undefined),-1%,0.7%
COc1ccc(OCC(=O)Nc2ccc(-c3nc4ncccc4o3)cc2)cc1,0%,1.7%
CCOc1cc(N2CCOCC2)c(OCC)cc1NC(=O)Cn1[nH]c(=O)c2ccccc2c1=O,-2%,9.7%
Cc1ccc(NC(=O)C(=O)NCCc2ccccc2)cc1C,-6%,-2.3%
COc1cc(C(=O)Nc2ccc(S(=O)(=O)NC(C)(C)C)cc2)cc(OC)c1OC,·,-1.8%
c1ccc(CSc2ncn(-c3ccccc3)n2)cc1,-6%,3.6%
CNc1cc([N+](=O)[O-])ccc1N/C=C\C(=O)c1ccc2ccccc2c1,2%,-7.9%
CCCCS(=O)CC(CS(=O)CCCC)OC(=O)c1ccc(C)cc1 (centres undefined),0%,-0.9%
CCCOc1ccc(C2C(=O)N(C3CCCCC3)CC(=O)N2CCC)cc1OC (centres undefined),-12%,-2.4%
CCc1ccc(OCCSc2nc3ccccc3c(=O)[nH]2)cc1,-1%,2.4%
CCOC(=O)N1CCC(NC(=O)C2CCN(S(=O)(=O)c3cccc4cccnc34)CC2)CC1,0%,-1.9%
O=C(CNC(=O)c1ccco1)c1ccc(F)cc1,4%,-3.2%
Cc1cccc(CCNC(=O)CCc2c(C)nc3ncnn3c2C)c1,·,1.1%
CC1CCN(C(=O)CSc2nnc(-c3ccc(S(=O)(=O)N4CCOCC4)cc3)n2C)CC1,-8%,0.5%
# The list continues:
SMILES,Rat MKP-3 inhibitors,Hsp70 inhibitors
COc1cc2c(cc1OC)CN(C(=O)CSc1nc(C)cc(C)c1C#N)CC2,·,-1.6%
COc1ccc(C2(CNC(=O)/C=C/c3ccco3)CCCC2)cc1OC,4%,1.2%
O=C(CCN1C(=O)c2ccccc2C1=O)NCCN1CCOCC1,-8%,0.9%
CC(C)(C)C1CCc2onc(C(=O)NC3CCCC3)c2C1 (centres undefined),-3%,-0.4%
O=C(CNC(=O)C1CCCCC1)NCCCO,-5%,5.3%
COc1ccc(-c2nsc3c(N4CCN(S(=O)(=O)c5ccccc5)CC4)ncnc23)cc1,-6%,3.7%
COC(=O)C1=C(O)/C(=C/c2cc(C)n(-c3ccc(Cl)cc3Cl)c2C)N=C1C,2%,-3.5%
Cc1ccc2c(c1)c1c3n2CCN(C(=O)CN2CCN(C)CC2)C3CCC1 (centres undefined),7%,4.2%
Cc1nnc(NC(=O)CCC(=O)N2CCN(CCc3ccccc3)CC2)s1,2%,7.7%
CC(C)(C)n1nc2c(c1NC(=O)c1cccc(C(F)(F)F)c1)CS(=O)C2 (centres undefined),-5%,5.1%

# The final 6 compounds of the section before are carried over, then new ones follow.
SMILES,Rat MKP-3 inhibitors,Hsp70 inhibitors
O=C(CNC(=O)C1CCCCC1)NCCCO,-5%,5.3%
COc1ccc(-c2nsc3c(N4CCN(S(=O)(=O)c5ccccc5)CC4)ncnc23)cc1,-6%,3.7%
COC(=O)C1=C(O)/C(=C/c2cc(C)n(-c3ccc(Cl)cc3Cl)c2C)N=C1C,2%,-3.5%
Cc1ccc2c(c1)c1c3n2CCN(C(=O)CN2CCN(C)CC2)C3CCC1 (centres undefined),7%,4.2%
Cc1nnc(NC(=O)CCC(=O)N2CCN(CCc3ccccc3)CC2)s1,2%,7.7%
CC(C)(C)n1nc2c(c1NC(=O)c1cccc(C(F)(F)F)c1)CS(=O)C2 (centres undefined),-5%,5.1%
COC(=O)[C@@H](NC(=O)Nc1cc(Cl)ccc1C)C(C)C,·,-14%
CCOC(=O)c1c(NC(=O)c2cncc(Br)c2)sc(C)c1C,-4%,-0.5%
COC(=O)C1=C(C)N=C2SC(C)C(=O)N2C1c1ccc(C(=O)OC)cc1 (centres undefined),0%,-1.9%
O=C(c1ccc(N2CCOCC2)cc1)c1cccs1,-9%,2.6%
Cc1ccc(C(=O)CSC2=C(C#N)C(c3ccco3)CC(=O)N2)c(C)c1 (centres undefined),-14%,3.5%
O=C(c1ccccc1)N1CCCc2ccccc21,·,5.9%
COc1cc(NC(=O)COc2ccc(C)cc2)ccc1NC(=O)c1ccco1,-3%,·
CCOC(=O)c1c(-c2ccccc2)oc2ccc(O)c(CN3CCCC3)c12,6%,-5.3%&2.3%
COCCNC(=O)C(c1ccc(C)o1)N(C(=O)c1snc(C(N)=O)c1N)c1ccc(C)c(C)c1 (centres undefined),-5%,-3.2%
O=C(Nc1ccc(S(=O)(=O)N2CCCCCC2)cc1)c1ccc(Br)o1,-12%,-1.3%

# Six compounds picked at random from those above:
SMILES,Rat MKP-3 inhibitors,Hsp70 inhibitors
O=C(c1ccccc1)N1CCCc2ccccc21,·,5.9%
O=C(Nc1ccc(S(=O)(=O)N2CCCCCC2)cc1)c1ccc(Br)o1,-12%,-1.3%
Cc1ccc(C(=O)CSC2=C(C#N)C(c3ccco3)CC(=O)N2)c(C)c1 (centres undefined),-14%,3.5%
COc1cc(NC(=O)COc2ccc(C)cc2)ccc1NC(=O)c1ccco1,-3%,·
COC(=O)C1=C(C)N=C2SC(C)C(=O)N2C1c1ccc(C(=O)OC)cc1 (centres undefined),0%,-1.9%
CCOC(=O)c1c(-c2ccccc2)oc2ccc(O)c(CN3CCCC3)c12,6%,-5.3%&2.3%

# The listing continues.
SMILES,Rat MKP-3 inhibitors,Hsp70 inhibitors
O=C(Cc1ccccc1)Nc1ncc(Cc2ccc(Cl)cc2Cl)s1,-1%,-1.0%
CCN(CC)c1ccc(/C=C2\C(=O)NC(=S)N(c3ccc(F)cc3)C2=O)c(OC)c1,0%,-2.7%
Cc1ccc(N(CC(=O)Nc2ccccc2C)S(=O)(=O)c2ccc(F)cc2)cc1,0%,-4.6%
CCCCCOC(=O)CSc1nnc(-c2cc(OC)c(OC)c(OC)c2)o1,-2%,-1.8%
N/C(=N\OC(=O)c1cccc2ccccc12)c1cccc([N+](=O)[O-])c1,3%,2.9%
O=C1CC(c2ccc(F)cc2)Cc2nc(N3CCN(c4ccccc4)CC3)ncc21 (centres undefined),-10%,0.6%
Cc1nc(C)n(C)c(=O)c1-c1ccccc1,0%,5.0%
COCC(C)NC(=O)c1cc(-c2ccc(O)cc2)on1 (centres undefined),3%,-1.0%
COC(=O)c1cc2occc2n1Cc1ccc(Cl)cc1,·,-0.9%
CC1C/C(=N\NC(=S)NC(C)C)CC(C)(C)C1 (centres undefined),·,-0.4%
O=Cc1ccc(OCc2ccc([N+](=O)[O-])cc2)cc1,-2%,1.3%
O=C1NC(=S)S/C1=C\c1ccccc1[N+](=O)[O-],122%*,13%
CC(C)=C(NC(=O)c1ccccc1)C(=O)N1CCOCC1,-6%&-1%,2.0%&5.0%
CC1CCCc2sc3nc(N4CCN(CCO)CC4)n4ncnc4c3c21 (centres undefined),3%,8.5%
CC(C#N)Sc1nc2ccccc2c(=O)n1-c1ccccc1 (centres undefined),-1%,1.3%
C=CCN1C(=O)/C(=C\c2cc(OC)ccc2OC)C(=O)NC1=S,4%,1.9%
CCCCCn1c(Sc2ncccn2)nc2c1c(=O)[nH]c(=O)n2C,·,-0.4%
COc1cccc(OC)c1C(=O)Nc1cccc(C(C)=O)c1,0%,0.3%
CC(=O)Cc1nsc(NC(=O)c2ccc(-c3ccccc3Cl)o2)n1,·,-7.7%
COc1cc(C2Nc3ccc4ncccc4c3C3=C2C(=O)CCC3)cc(OC)c1O (centres undefined),-8%,5.2%
COc1ccccc1-n1cnc2cc(NC(=O)c3ccco3)ccc21,·,-2.1%
O=C(Nc1ccc(N2CCOCC2)cc1N1CCOCC1)c1ccco1,-19%,0.5%
O=C(O)c1cc(Cl)ccc1NC(=O)C1CCCO1 (centres undefined),-15%,5.4%
COc1ccc(-c2ccnc(SCC(=O)Nc3ccccn3)n2)cc1,·,2.9%
CC1(C)C(=O)Nc2ccccc2N1C(=O)COC(=O)C1CCCCC1,·,1.2%
CC1CCN(C(=O)c2ccc([N+](=O)[O-])cc2NC(=O)c2cccs2)CC1,6%,0.6%
CCSc1nncn1/N=C/c1ccc(OC)c(OC)c1,-2%&4%,-0.5%&-2.5%
c1ccc(CCc2nc(-c3ccccc3)no2)cc1,·,-0.9%
CC(C)C(c1nnnn1CC1CCCO1)N1CCN(C2CCCC2)CC1 (centres undefined),-12%,-0.5%
NC(=O)N1CC(O)CC1C(=O)Nc1ccc(Cl)c(Cl)c1 (centres undefined),-4%,0.6%
O=C(Cc1ccccc1[N+](=O)[O-])N1CCN(c2cccc(Cl)c2)CC1,2%,-2.2%
O=C(CCN1C(=O)c2ccccc2S1(=O)=O)Nc1ccc2c(c1)OCCO2,-11%,2.2%
CC(=O)Nc1cccc(OCC(=O)Nc2ccccc2)c1,-1%,4.8%
CCCc1cc(=O)[nH]c(SCc2ccc(Cl)cc2)n1,·,-6.3%
O=C(O)CSc1nnc(-c2cccs2)n1-c1ccccc1,3%,-4.3%
Cc1cc(C)cc(OCc2nnc(SCC(=O)OC3CCCCC3)o2)c1,2%,-4.9%
O=C(NCc1ccc2c(c1)OCO2)c1ccc(-c2ccc(Cl)cc2)o1,3%,-6.5%
CCn1c(COc2ccccc2)nnc1SCc1ccc(C#N)cc1,8%,1.0%
O=C(NCC1CCCO1)C(=O)Nc1ccc(Oc2ccccc2)cc1 (centres undefined),2%,-2.3%
CN1C(=O)NC(=O)/C(=C/c2ccc(-c3cccc(Cl)c3Cl)o2)C1=O,41%,-1.2%
CSc1ccc(/C=N/n2nnnc2N)cc1,-2%,2.7%
